ARFGAP1 inh: inhibitors of rat ARFGAP1 | inhibition, % at 16.5 µM | Q62848 | actives 0.26% (n = 360,000) | Arfgap1-stimulated ARF1 GTP hydrolysis, GDP FP detection | AID 651572;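 active = inhibition above a per-plate limit, mean inhibition of low control wells plus 3 SD, cut at about 25% in these data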;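 note: 0% = DMSO wells with enzyme and 100% = wells lacking Arfgap1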
Target sequence (Q62848 1-136 limits assumed): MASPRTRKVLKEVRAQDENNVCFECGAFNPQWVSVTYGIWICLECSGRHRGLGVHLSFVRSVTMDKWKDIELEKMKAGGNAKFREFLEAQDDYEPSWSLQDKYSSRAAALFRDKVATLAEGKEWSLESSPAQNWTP
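Repeats: one replicate per compound; assay system: rat Arfgap1 catalytic domain, aa 1-136; times: enzyme reaction 120 min at 25 °C after 20 min preincubation; detection: FP of antibody-bound GDP Alexa 633 tracer, ex 620/em 688 nm; benchmarks: high control wells lacking Arfgap1, low control full reaction with DMSO; reagent: human ARF1(Δ1-17)-GTP substrate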
mABHD4 FP: ABHD4 (mouse) inhibition, primary FP screen; AID 720543; actives 0.54% (n = 370,000); purified mABHD4, FP-Rh probe fluorescence polarization; Q8VD66; inhibition, % at 8.92 µM;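 active = inhibition exceeding the mean over every tested compound plus 3 SD, cut at about 30% in these data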;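 note: 0% = plate median of compound wells and 100% = S159A mutant with DMSO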
Target sequence (Q8VD66 whole entry, looked up): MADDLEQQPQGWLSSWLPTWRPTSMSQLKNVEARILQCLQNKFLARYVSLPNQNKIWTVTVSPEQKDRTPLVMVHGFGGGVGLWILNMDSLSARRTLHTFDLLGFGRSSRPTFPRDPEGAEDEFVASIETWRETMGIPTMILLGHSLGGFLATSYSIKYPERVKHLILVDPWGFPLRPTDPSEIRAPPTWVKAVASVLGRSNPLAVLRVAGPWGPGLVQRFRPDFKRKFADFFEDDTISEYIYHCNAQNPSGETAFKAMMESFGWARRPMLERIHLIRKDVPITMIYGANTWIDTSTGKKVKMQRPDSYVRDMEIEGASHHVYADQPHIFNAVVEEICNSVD
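Assay system: mouse ABHD4 enzyme, wild type / Also added: fluorescent activity-based probe FP-Rh / Doses: single nominal dose of 8.92 µM, 0.89% DMSO final / Timing: 45 min compound pre-incubation plus 60 min probe step, 25 °C / Signal: FP readout, ex 525 nm / em 598 nm / Control set: S159A mutant/DMSO as 100%, compound-well median as 0%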
NPR1 activator: GC-A (human) enzyme activation | P16066 | HEK293 GC-A cells, cGMP TR-FRET, EC30 ANP; 0% at EC30 ANP, 100% saturating ANP | activation, % at 10 µM | actives 0.14% (n = 370,000); in the data active = activation above about 40%
NPR2 activator: GC-B (human) receptor activation | P20594 | HEK293-GC-B cells, CNP EC30, cGMP TR-FRET; 0% at EC30 CNP, 100% saturating CNP | activation, % at 10 µM | actives 0.11% (n = 370,000) | AID 1920062;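 active = activation at 10 µM reaching about 35% in either raw or pattern-adjusted values, limit read from the data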
NR1D1 modulator: modulates human Rev-erb alpha binding to DNA; Rev-erbα–FITC-DNA binding, fluorescence polarization, 90 min; AID 1259318; actives 0.79% (n = 370,000); P20393; activity, % at 10 µM;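 active = activity above about 14%, limit read from the data; passing the limit was not always enough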;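 note: 0% = DMSO wells with 35 nM protein and 100% = DMSO wells with 750 nM protein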
PG9 Ab binder: PG9 antibody binding by small molecule; TR-FRET gp120-PG9 antibody binding; actives 0.43% (n = 360,000); inhibition, % at 6.7 µM; in the data active = inhibition above about 8.5%
SMARCA2 activ: SMARCA2 function activation, primary screen; MG213 cells, MMTV-luciferase reporter, dexamethasone, overnight; activation, % at 9.1 µM; actives 1% (n = 370,000); in the data active = activation above about 7.8%;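 note: 0% = vehicle wells and 100% = reference activator wells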
ASAP1 inh: blocks human ASAP1-stimulated Arf1 GTP hydrolysis; inhibition, % at 16.5 µM; actives 0.19% (n = 360,000); GDP FP detection; in the data active = inhibition above about 25%;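 note: 0% = vehicle with enzyme and substrate and 100% = no enzyme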
Target sequence (Q9ULH1 325-724 limits assumed): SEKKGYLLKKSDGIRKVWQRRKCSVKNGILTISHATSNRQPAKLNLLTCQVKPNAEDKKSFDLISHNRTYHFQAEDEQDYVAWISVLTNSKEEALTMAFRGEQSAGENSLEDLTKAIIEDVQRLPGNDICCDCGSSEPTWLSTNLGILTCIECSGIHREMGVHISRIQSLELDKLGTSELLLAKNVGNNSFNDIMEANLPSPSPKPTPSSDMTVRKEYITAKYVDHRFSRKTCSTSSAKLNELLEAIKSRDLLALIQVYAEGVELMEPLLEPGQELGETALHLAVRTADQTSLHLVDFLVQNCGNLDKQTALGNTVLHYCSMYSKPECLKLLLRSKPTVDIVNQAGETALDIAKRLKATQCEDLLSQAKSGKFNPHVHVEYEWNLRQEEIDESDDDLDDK
rCAG RNA binder: binds r(CAG) RNA repeats; r(CAG) RNA repeat, TO-PRO-1 dye displacement fluorescence; actives 1.3% (n = 370,000); inhibition, % at 3 µM;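 active = inhibition above the plate cutoff, the mean of all test compounds on that plate plus 3 SD, cut at about 35% in these data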;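 note: 0% = DMSO alone and 100% = 100 µM mitoxantrone as full dye displacement; higher means more dye released from RNA so lower well fluorescence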
HTRA1 inhibitor: HTRA1 (human) protease inhibition; inhibition, % at 5.96 µM; actives 0.5% (n = 340,000); Q92743; recombinant HTRA1, FP-rhodamine activity-based probe, fluorescence polarization; in the data active = inhibition above about 36%;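 note: 0% = enzyme with DMSO and 100% = wells lacking enzyme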
* marks the source's active call; other numbers are inactive results; . = not tested or not shown.

SMILES	ARFGAP1 inh	mABHD4 FP	NPR1 activator	NPR2 activator	NR1D1 modulator	PG9 Ab binder	SMARCA2 activ	ASAP1 inh	rCAG RNA binder	HTRA1 inhibitor
Nc1ccc2c(C(F)(F)F)cc(=O)oc2c1	-4	1	12	-2	-6	7.5	5	11	0	0
Cc1ccc(CN(c2ccc(C(=O)NCc3ccccn3)cc2)S(C)(=O)=O)cc1	-6	2	-3	-6	5	-1.0	-1	17	-1	-2
CC(C)c1nc2sc3c(SCC(=O)NCc4ccco4)ncnc3c2c2c1CCC2	5	2	5	10	8	1.1	-2	-6	-1	-26
O=C(OCc1nc2ccc(Cl)cc2n1CCO)c1ccccc1C(=O)c1ccccc1	-14	-1	-5	-7	-4	-1.1	-2	6	-3	1
COc1ccc(OC)c(C2CC(=O)NC(SC)=C2C#N)c1 (centres undefined)	0	5	-5	-7	3	-1.3	-1	11	1	-5
CCN(CC)C(=O)[C@H]1C[C@H](CC(=O)NCCN2CCOCC2)C(=O)N2CCc3c([nH]c4cc(CCC(=O)N(C)C)ccc34)[C@]12C	9	3	0	1	4	0.9	-3	9	0	0
COC(=O)c1c(N2C(=O)CC(Sc3ccccc3C(=O)O)C2=O)sc2c1CCCC2 (centres undefined)	2	12	0	6	1	-1.3	0	-6	22	-15
Cc1cc(NC(=O)Cn2nc(-c3ccccc3F)ccc2=O)ccc1-n1cnnn1	6	3	-6	-18	-1	0.0	-4	17	8	-10
COc1cccc(CN2CC(C(=O)NCc3cnn(C)c3)CCC2=O)c1 (centres undefined)	1	-1	3	0	-6	-2.4	0	4	-3	8
Cc1cccc(NNC(N)=S)c1C	-6	6	4	0	-3	-0.5	-3	-12	-2	-1
COc1cc(C2Nc3ccccc3NC3=C2C(=O)CC(C)(C)C3)cc(OC)c1OC(C)=O (centres undefined)	9	-2	-8	-4	0	-3.0	1	6	-3	0
COc1ccc(/C(O)=C2\C(=O)C(=O)N(Cc3ccco3)C2c2cc(OC)ccc2OC)cc1 (centres undefined)	-16	4	-2	-1	0	0.8	-1	1	8	-8
COc1ccc(NC(=O)CN(C)C(=O)C2(c3ccccc3)CCCC2)cc1	1	-11	-3	9	4	0.2	-4	13	2	-7
Cc1nn2c(=O)cc(CSc3ccccc3NC(=O)c3ccccc3F)nc2s1	-8	-1	0	3	0	-3.2	-3	1	-4	-3
Cc1ccc(NP(=O)(c2ccc(N(C)C)cc2NC(=O)c2cccs2)N2CCOCC2)cc1 (centres undefined)	4	13	1	2	24*	0.0	0	-4	1	-4
COc1ccccc1C(=O)N/C(=C/c1ccccc1)C(=O)Nc1ccc(C(=O)O)cc1	14	-4	1	1	0	-1.5	-1	-10	13	10
COC(=O)CSc1nnc([C@H](CC(C)C)NC(=O)OC(C)(C)C)o1	14	-8	-5	1	10	0.1	-3	8	-4	-2
CCOc1ccc(OCc2ccc(C(=O)N/N=C(\C)c3ccccn3)cc2)cc1	-7	2	5	-1	-1	2.1	2	4	-1	1
COc1ccc(CNc2ncc(-c3ccc(F)cc3)n2C)cc1OC	15	10	0	1	-6	-2.7	3	14	-3	2
CCN(c1ccccc1)S(=O)(=O)c1ccc(NC(=O)C(C)(C)C)cc1	-8	-13	-4	4	-1	4.5	-1	4	-1	-17
c1ccc(-c2noc(CN3CCN(c4cnccn4)CC3)n2)cc1	-8	-5	5	1	0	1.2	-4	-10	-3	-1
Cn1ccnc1SCC(=O)Nc1cccc(O)c1	0	-1	-1	0	-1	1.6	1	2	1	4
COc1ccc(S(=O)(=O)NC2CC2)cc1-n1cnnn1	-11	-3	4	-2	-3	-1.4	1	-17	1	.
COC(=O)/C(N=Nc1cccc(C(F)(F)F)c1)=C(\C)O	-12	4	6	-6	1	0.6	0	-11	-5	-6
CC(=O)c1ccc(NC(=O)C(C)N(C)CC(=O)Nc2ccccc2Cl)cc1 (centres undefined)	6	0	0	-1	0	-0.1	0	-3	-2	-5
COc1cc(NCCCn2ccc(NC(=O)OCc3ccccc3)nc2=O)cc(OC)c1OC	-8	10	-5	1	2	-3.4	-6	-2	1	10
O=C(CCSc1nc2cc(Cl)ccc2o1)N1CCOCC1	11	4	-2	1	0	-0.6	-1	-4	-6	-3
CCN(CC)C(=O)c1[nH]cnc1C(=O)N[C@@H](Cc1ccccc1)C(=O)OC(C)(C)C	3	4	-3	6	2	0.1	1	4	-13	2
Cc1ccc(-c2c(C#N)c(N)nc3c2CCCCCC3)o1	10	-3	2	-3	1	0.3	2	3	-1	-2
CCCCOc1c(Br)cc(/C=C2\N=C(C)OC2=O)cc1OCC	-2	9	2	-1	5	-0.7	-1	-12	15	-14
CCc1ccc2c(c1)cc(CN(C(=S)Nc1ccc(Cl)cc1)C1CC1)c1nnnn12	-6	3	-3	3	3	-0.5	-2	4	3	3
O=c1n(Cc2ccc(Cl)cc2)c2sc3c(c2c2ncnn12)CCCC3	1	-5	34	49*	-3	-0.1	0	2	3	-20
O=C(CCCN1C(=O)C2CCCCN2C1=O)N1CCN(c2ccc([N+](=O)[O-])cc2)CC1 (centres undefined)	4	3	4	-3	1	0.6	-2	4	-3	1
COc1cccc(CN(Cc2ccccc2F)S(=O)(=O)c2ccc(S(=O)(=O)NCc3ccccc3)cc2)c1	8	-8	-2	0	-6	0.4	0	12	7	-3
CCOc1ccc(N2C(=O)/C(=C/c3ccc(C)o3)N(C)C2=S)cc1	-3	-1	8	12	-3	-1.2	-1	-11	4	-4
COc1ccc2nc3oc(C(=O)N4CCN(c5cccc(C(F)(F)F)c5)CC4)cc3cc2c1	3	1	-3	8	-2	-1.6	-3	5	-1	-2
Cc1nn2c(-c3ccc(S(=O)(=O)N4CCN(C)CC4)o3)nnc2c2ccccc12	2	-9	5	0	-2	-3.1	-2	14	1	2
CCC(c1nnnn1Cc1ccc(F)cc1)N1CCN(C2CCCCC2)CC1 (centres undefined)	14	0	-2	3	1	0.6	2	-1	-8	4
CCCNC(=O)C12CCC(C)(c3nc4cc(C)c(C)cc4nc31)C2(C)C (centres undefined)	-1	-12	-3	1	5	0.0	-3	10	-6	-14
COc1ccc2ccc(O)c(CN(C)CC(=O)Nc3ccccc3C(F)(F)F)c2c1	7	-7	-13	-9	0	-0.8	-2	20	5	-10
COc1ccc(CCNS(=O)(=O)c2cccc([N+](=O)[O-])c2)cc1OC	0	8	3	-1	3	0.0	-2	4	-2	5
COc1cc(C)c(C(=O)Oc2cc(C)c(C(=O)O)c(O)c2C)c(O)c1C(=O)O	-5	5	-1	-11	-3	-0.2	2	2	15	-10
COCCN(Cc1ccccc1)C(=O)c1ccc2c(c1)NC(=O)CS2	3	0	-1	1	9	0.1	-3	-12	1	-6
CCCN(CC(=O)Nc1ccccc1C)C(=O)CCCOc1ccc(Br)cc1	-9	1	0	2	2	2.8	0	-2	-1	-8
COc1ccc(Cn2c(O)c(C=Nc3ccc(C)cc3)c3ccccc3c2=O)cc1	2	6	3	2	5	-1.3	-2	9	1	9
O=C(NN1CCOCC1)c1cccc(Br)c1	1	-1	0	5	-3	1.4	-3	3	0	.
Cc1ccc2c(c1)-c1c(ssc1=S)C(C)(C)N2C(=O)c1ccco1	16	-1	-2	-1	6	0.2	-2	-8	1	8
Cc1cccc(N(CC(=O)NCCc2ccccc2)C(=O)CCC(=O)Nc2ccccn2)c1C	9	-4	0	0	-3	-1.4	2	-3	-7	2
CC(C)Cc1ccc(S(=O)(=O)N2CCN(c3ccccn3)CC2)cc1	2	-7	-4	-2	0	-2.0	-4	4	1	-2
CN(c1ccccc1)c1ccc(/C=C(\C#N)c2nnc3n2CCCCC3)cc1[N+](=O)[O-]	6	10	-4	-3	-1	-2.5	-4	-3	10	11
CC(NC(=O)c1c(N)[nH]c(C(=O)c2ccccc2)c1-c1ccccc1Br)c1cccc2ccccc12 (centres undefined)	13	-42	-14	-9	0	0.6	-3	8	17	.
OC(COC(c1ccc(F)cc1)c1ccc(F)cc1)CN1CCCC1 (centres undefined)	-8	24	-20	-7	7	-0.1	1	2	0	6
CCOC(=O)N1CCN(Cc2nc3c(c(=O)n(C)c(=O)n3C)n2Cc2ccccc2)CC1	-5	3	-1	-6	7	-0.6	-4	-6	5	1
O=C(Nc1ccccc1)N1CCCN(Cc2ccccc2F)C1	0	-5	2	0	4	-1.2	0	-3	1	-1
O=C(NCCN1CCOCC1)c1c(O)nc2ccccn2c1=O	4	4	-1	0	-2	-1.3	-4	-8	0	4
O=C(C(=O)N1CCN(S(=O)(=O)c2ccc(F)cc2)CC1)c1cccc(C(F)(F)F)c1	-5	-1	0	2	13	1.2	-5	-2	-2	.
COC(=O)[C@@H](N)CS	10	7	5	1	-6	-0.6	2	5	4	4
CN(CC(=O)Nc1cccc(F)c1)C(=O)CCC1CCCCC1	11	-2	-4	-4	-5	1.1	2	1	-6	-2
O=C(CSc1ccsc1[N+](=O)[O-])N1CCCCCC1	-5	-2	-1	1	-3	1.2	-1	-1	1	9
CC1CCCN(C(=O)c2ccc3c(c2)OCCO3)C1 (centres undefined)	1	-5	-2	0	3	-2.0	9.9*	1	-2	6
Following part
SMILES	ARFGAP1 inh	mABHD4 FP	NPR1 activator	NPR2 activator	NR1D1 modulator	PG9 Ab binder	SMARCA2 activ	ASAP1 inh	rCAG RNA binder	HTRA1 inhibitor
Cc1c(C(=O)N2CCC(N3CCSCC3)CC2)oc2c(F)cccc12	-1	-8	-2	3	2	1.1	-2	-8	-6	-7
O=C(Nc1cccc(C(=O)N2CCCC2)c1)C1CCCC1	0	-3	3	6	-1	-0.3	-4	-17	2	9
O=C(Nc1ccccc1F)C1CCN(C(=O)NC2CCCCC2)CC1	3	-2	4	1	-3	0.3	1	3	-1	9
COCCN(C(=O)COC(=O)c1ccc(C)s1)c1c(N)n(Cc2ccccc2)c(=O)[nH]c1=O	13	-1	5	4	-8	-2.0	2	4	-2	2
COC(=O)c1ccc(OC)c(Cn2c(=O)n(C)c(=O)c3ccccc32)c1	1	-2	-6	-3	2	-1.3	-4	7	-3	-1
Cc1cc(N(C)Cc2ccccc2)nc2cc(O)ccc12	3	-3	-7	-3	-3	0.0	0	-11	3	-6
Cc1cc(C)c(S(=O)(=O)NCCCn2ccnc2)c(C)c1	5	-2	-1	1	-2	1.3	-4	2	0	-2
COCCCN1CN=C(Nc2nc3ccccc3o2)NC1	-2	-5	-1	2	2	-0.1	-2	1	-7	8
CCOC(=O)Cn1nnnc1C	1	-1	-1	1	-2	0.8	-2	-3	-1	5

One compound at a time (already shown):
`Cc1cc(N(C)Cc2ccccc2)nc2cc(O)ccc12` is listed with ARFGAP1 inh = 3; mABHD4 FP = -3; NPR1 activator = -7; NPR2 activator = -3; NR1D1 modulator = -3; PG9 Ab binder = 0.0; SMARCA2 activ = 0; ASAP1 inh = -11; rCAG RNA binder = 3; HTRA1 inhibitor = -6
`Cc1c(C(=O)N2CCC(N3CCSCC3)CC2)oc2c(F)cccc12` is listed with ARFGAP1 inh = -1; mABHD4 FP = -8; NPR1 activator = -2; NPR2 activator = 3; NR1D1 modulator = 2; PG9 Ab binder = 1.1; SMARCA2 activ = -2; ASAP1 inh = -8; rCAG RNA binder = -6; HTRA1 inhibitor = -7

Assay outcomes as filed in PubChem.
